Screening data: PubChem, several laboratories
T cell HTS = T cell immune modulators affecting CD8 T cell-vesicle binding. calls only at 7 µM. 2C CD8+ T cell-vesicle binding, flow cytometry; stronger effect = lower value. AID 2052. hit rate 0.068% among 330,000;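 active means response, share of CD8 T cells binding vesicles, and their 90th percentile fluorescence all below set limits, cut at about 80% in these data, passing the limit was not always enough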
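incubation = binding step 1.5 h, 37 °C, antibody labelling 20 min, ice | test system = 2C mouse CD8+ T cells | read-out basis = percent CD8+ FL2 mean versus row control | controls = Peptide-free naked vesicles (low) and QL9 vesicles with 0.7% DMSO vehicle (high) | detection = flow cytometry of vesicle-bound cells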
Hep lipid drop = hepatic lipid droplet formation modulation; AML12 mouse hepatocytes, oleate lipid droplets, BODIPY imaging; inhibition, % at 6.5 µM; hit rate 0.4% among 240,000; AID 1656;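 active means lipid droplet intensity inhibited by at least 50%, with more than 500 cells counted; inconclusive means wells with under 300 cells, treated as cytotoxic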
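Material: mouse AML12 hepatocyte cell line, fixed after treatment; Timing: compound with oleate, overnight; Technique: high-content imaging of BODIPY-stained droplets and DAPI nuclei; Probe or stimulus: oleate, 100 µM final; Dosing: compound at 6.5 µM only.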
Myeloid diff MLP = promotes myeloid progenitor differentiation. hit rate 1% among 360,000. ER-HoxA9 myeloid progenitors, lysozyme-GFP differentiation, flow cytometry. calls only at 10 µM;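 active means normalized GFP-positive differentiation at or above the plate's own cutoff, the solvent-only control mean plus 3 SD; inconclusive means no clear call, values can overlap the other calls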;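 further: cells exposed to compound for four days before flow analysis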
Hep lipid drop cells 6.5 µM = further read-out of Hep lipid drop, marked with its call; cell count; measured here: cell count, cytotoxicity flag;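 cells counted across two imaged fields per well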
T cell HTS vesicle-bound % = also measured in T cell HTS; calls as there; double positive events, %; measured here: CD8+ vesicle-bound cell fraction;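 binding gate set so that unloaded-vesicle control wells show 10% double positive cells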
Myeloid diff MLP GFP+ MAC1+ % = second read-out of Myeloid diff MLP, no call of its own (marks repeat the call); GFP+ MAC1+ double positive, %; measured here: differentiation confirmed by MAC1 staining
The depositor's hits bear a star; i = inactive; ? = inconclusive; · = not tested or not shown; + = active, no number.

mol	T cell HTS	T cell HTS vesicle-bound %	Myeloid diff MLP	Hep lipid drop	Myeloid diff MLP GFP+ MAC1+ %	Hep lipid drop cells 6.5 µM
O=C(Nc1ccc(S(=O)(=O)N2CCOCC2)cc1)c1ccc([N+](=O)[O-])cc1Cl	i	13.9	i	2.0	0.4	829
CSc1nccc(N/N=C/c2ccccc2)n1	i	28.9	i	0.9	0.6	794
CC1Sc2ccc(S(=O)(=O)CCC(=O)Nc3ccccc3Cl)cc2NC1=O (centres undefined)	i	21.5	i	1.1	2.9	734
O=C(O)CCC(=O)Nc1ccc(S(=O)(=O)c2ccc(NC(=O)CCC(=O)O)cc2)cc1	i	39.4	i	-3.8	0.7	821
COC(=O)c1ccc(COc2ccc(C(=O)c3ccccc3)cc2)o1	i	16.4	i	-0.7	5.5	772
CCCN1CCN(CCCNC(=O)c2cc3c(=O)oc4ccc(C)cc4c3s2)CC1	i	14.5	i	-4.0	2.3	684
C=CCC1(CC=C)CCCN1C(=O)c1cc(COc2cncc(Cl)c2)on1	i	38.0	i	-75.7	0.8	676
CCn1c(C)nnc1SCC(=O)Nc1ccccc1OC	i	38.2	i	-4.3	0.6	790
CCOc1ccc(-c2c(C(=O)N/N=C/c3ccsc3)nnn2-c2nonc2N)cc1	i	13.7	i	-4.4	0.8	764
COc1ccc(N2C(=NC(=O)c3ccccc3)SC3CS(=O)(=O)CC32)cc1 (centres undefined)	i	49.6	i	-12.3	0.4	796
O=C(NC1CCCCCCC1)c1cccs1	i	22.5	i	-1.1	2.3	822
Nc1nc(SCC(=O)Nc2ccc([N+](=O)[O-])cc2)[nH]c(=O)c1NC(=O)c1ccc(Br)cc1	i	63.0	?	4.7	·	731
COc1cc(C(=O)Nc2c(C(=O)O)[nH]c3ccccc23)cc(OC)c1OC	i	21.7	i	-2.9	1.1	807
O=C(NCC1CCCO1)c1ccc2c(c1)N(Cc1ccccc1)C(=O)CS2 (centres undefined)	i	24.7	i	6.6	3.1	715
CCN(CC)S(=O)(=O)c1ccc(-n2cnc3cc(C)c(C)cc32)nc1	i	22.9	i	4.5	0.2	803
CC(C)(C)n1nc2c(c1NC(=O)C1CC(=O)N(c3ccc(Cl)cc3)C1)CS(=O)(=O)C2 (centres undefined)	i	53.6	i	-7.9	1.7	788

Overlap with the part before: 3 entries, followed by the next part.
mol	T cell HTS	T cell HTS vesicle-bound %	Myeloid diff MLP	Hep lipid drop	Myeloid diff MLP GFP+ MAC1+ %	Hep lipid drop cells 6.5 µM
O=C(NCC1CCCO1)c1ccc2c(c1)N(Cc1ccccc1)C(=O)CS2 (centres undefined)	i	24.7	i	6.6	3.1	715
CCN(CC)S(=O)(=O)c1ccc(-n2cnc3cc(C)c(C)cc32)nc1	i	22.9	i	4.5	0.2	803
CC(C)(C)n1nc2c(c1NC(=O)C1CC(=O)N(c3ccc(Cl)cc3)C1)CS(=O)(=O)C2 (centres undefined)	i	53.6	i	-7.9	1.7	788
COc1ccc(CCNC(=O)CC(Cc2ccccc2)C(=O)O)cc1OC (centres undefined)	i	31.8	i	-1.6	0.6	857
COc1cc(CN2CCCC(CO)(Cc3cccc(Cl)c3)C2)cc(OC)c1O (centres undefined)	i	49.5	i	-18.4	0.5	822
O=C(OCC(=O)N1CCc2ccccc21)c1ccccc1F	i	20.6	i	13.2	0.4	768
O=C(CNC(=O)c1[nH]cnc1C(=O)N[C@@H](Cc1ccccc1)C(=O)OCc1ccccc1)OCc1ccccc1	i	17.3	i	-2.3	0.6	806
O=[N+]([O-])c1cnc(Nc2ccccc2)nc1Nc1ccccc1	i	11.8	i	-3.3	0.3	843
CC(NC(=O)c1ccc(S(=O)(=O)N(C)C)cc1)c1ccc(-n2ccnc2)cc1 (centres undefined)	i	46.2	i	-1.9	1.3	742
Cc1ccc(-n2ncc3c2CC(C)(C)CC3NC(=O)Cc2c(C)noc2C)cc1 (centres undefined)	i	25.0	i	-43.9	1.4	621
COc1cc(NC(=S)NCCCN2CCOCC2)c(OC)cc1NC(=O)c1ccco1	i	28.7	i	0.9	3.2	812
Cn1c(CNC(=O)c2ccc(Cl)cc2)nnc1SCC(=O)N1CCOCC1	i	65.4	i	9.9	1.0	651
O=C(Cn1nc(Br)nc1Br)c1ccccc1	i	60.8	i	0.9	0.7	723
COc1cccc2c(N/N=C/c3ccccc3)cc(C)nc12	i	43.9	i	14.8	0.4	801
Cn1c(C(=O)N2CCN(c3ccccn3)CC2)cc2ccccc21	i	33.0	i	-1.0	0.7	831
COc1ccc(NC(=O)C2CC(=O)N(CCc3ccc(Cl)cc3)C2)cc1 (centres undefined)	i	24.3	i	2.2	0.4	856
CCCNC(=O)C1(O)c2cc(Br)ccc2NC(=O)N1c1ccc(Cl)cc1 (centres undefined)	i	18.6	i	16.7	0.7	431
CCOC(=O)c1ccc(-c2csc(NC(=O)CN3CCC(C)CC3)n2)cc1	i	19.5	i	7.5	0.8	744
COc1ccc(CCN(C)Cc2cccc3ccccc23)cc1OC	i	19.5	i	0.0	0.6	775
COc1ccc(S(=O)(=O)NC(C)C(=O)N2CCCC2)cc1Cl (centres undefined)	i	54.9	i	-9.0	0.5	844
Cc1ccccc1N1CCN(CCC(=O)Nc2ccc(F)cc2)CC1	i	46.6	i	-1.0	0.2	806
COc1ccc(N(C(=O)c2snc(C(N)=O)c2N)C(C(=O)NC2CCCC2)c2ccc(OC)c(OC)c2)cc1 (centres undefined)	i	15.7	i	3.8	1.0	821
CC(=O)Nc1ccc(S(=O)(=O)Nc2ccc3[nH]c(=O)[nH]c3c2)cc1	i	40.4	i	21.4	0.3	825
Cc1nnc(NC(=O)c2nc(S(=O)(=O)Cc3ccccc3C)ncc2Cl)s1	i	1.3	?	-7.0	·	691
COC(=O)Cn1c(CN2CCN(C(=O)c3ccco3)CC2)nc2c1c(=O)n(C)c(=O)n2C	i	19.1	i	-2.6	0.0	750
CC(C(=O)NC1C=CS(=O)(=O)C1)N1C(=O)/C(=C/c2cccc(Cl)c2)SC1=S (centres undefined)	i	30.3	i	-0.4	2.0	764
OC(COc1c(F)cc(Br)cc1F)CN1CCOCC1 (centres undefined)	i	7.5	i	-0.5	0.4	785
NS(=O)(=O)c1cccc(NC(=O)CCCNC(=O)c2ccc(Cl)cc2)c1	i	29.1	i	-5.7	1.1	735
CC1CCN(S(=O)(=O)c2ccc3c(c2)N(CC(=O)NCCCN2C(C)CCCC2C)C(=O)CO3)CC1 (centres undefined)	i	9.8	i	27.4	0.6	756
COc1cc2ccccc2cc1C(=O)N1CCN(c2ccccn2)CC1	i	41.9	i	13.3	1.1	705
COc1ccc(CCNC(=O)C2CCCN(S(=O)(=O)c3ccc(F)cc3)C2)cc1OC (centres undefined)	i	18.7	i	3.1	0.9	660
COc1ccccc1C(=O)OCC(=O)NCCNC(=O)COC(=O)c1ccccc1OC	i	57.2	i	-8.9	3.6	713
COc1ccc(N2CC(C(=O)NCc3nnnn3-c3ccc(C)c(C)c3)CC2=O)cc1 (centres undefined)	i	46.7	i	0.4	4.9	706
COc1ccc(CCC(=O)NC2CCC(C)CC2)cc1 (centres undefined)	i	29.8	+	8.4	2.1*	706
CCC(=O)Nc1nnc(S(=O)(=O)N(C)Cc2ccco2)s1	i	32.2	i	-8.0	4.0	724
CCOc1ccc(CN(C)C(=O)CNC(=O)c2ccccc2)cc1	i	46.9	i	17.9	0.6	828
CC1=C(C(=O)OCc2ccccc2)C(c2ccc3ccccc3c2)NC(=O)N1CCCC(=O)O (centres undefined)	i	20.4	i	12.3	1.3	792
O=C(CSc1ccc2nnc(CCNC(=O)c3ccccc3)n2n1)NCc1ccccc1	i	14.2	i	-17.8	3.8	651
CCOC(=O)C1(CCOc2ccccc2)CCN(Cc2cccc(OC)c2OC)CC1	i	54.8	i	-23.8	0.4	819
CC1CC(C)CN(S(=O)(=O)c2cc3c4c(c2)C(C)C(=O)N4CCC3)C1 (centres undefined)	i	28.4	i	-8.1	0.3	728
COc1ccc(CN(CC(=O)NCc2ccccc2)C(=O)CCC(=O)Nc2ccccn2)cc1	i	34.6	i	-4.5	0.4	630
Cc1ccc(-n2ncc3c(=O)n(CC(N)=O)cnc32)cc1	i	49.0	i	-4.2	0.4	792
COc1cc(OC)c(OC)cc1CNCc1ccco1	i	58.5	i	-17.1	0.1	813
CCc1ccc(/C=C2/C(=O)NC(=O)N2C(C)=O)cc1	i	36.0	i	0.3	1.7	687
Cc1cc(SCC(=O)c2ccc(Cl)cc2)nc(=O)[nH]1	i	23.2	i	3.1	7.7	765
Nc1cccc(NC(=O)CCC(=O)NCc2ccco2)c1	i	58.1	i	-3.5	0.5	804
CCS(=O)(=O)N1N=C(c2cccc(NS(C)(=O)=O)c2)CC1c1cccs1 (centres undefined)	i	30.0	i	9.0	8.7	653
CCSc1nnc(NC(=O)CCNS(=O)(=O)c2ccccc2F)s1	i	44.5	i	8.7	0.4	771
CC1CCC(NC(=O)CNC(=O)c2cccs2)CC1 (centres undefined)	i	8.6	i	0.4	0.3	830
COc1c(C(=O)Nc2ccc(Br)cn2)ccc2ccccc12	i	34.0	i	-35.2	0.5	395
CCN(c1ccc(OC)cc1)S(=O)(=O)c1ccc2c(c1)NC(=O)CS2	i	45.7	?	-12.5	·	733
C=CCn1c(=O)c2ccccc2n2c(SC(C)C(N)=O)nnc12 (centres undefined)	i	45.8	i	-35.5	0.8	830
CC1CC(C)CN(CCCNC(=O)Cn2cccc2C(=O)c2ccccc2)C1 (centres undefined)	i	53.1	i	-51.9	2.9	704
COc1cc2c(cc1OC)C(c1ccc([N+](=O)[O-])cc1)NC(=O)C2 (centres undefined)	i	37.6	i	1.1	2.5	829
CCOc1ccccc1C(=O)Nc1ccc(S(=O)(=O)N2CCN(C)CC2)cc1	i	60.5	i	10.4	0.7	858
O=C(Cn1cc(S(=O)(=O)N2CCCC2)c(S(=O)(=O)N2CCCC2)c1)NCc1ccco1	i	18.5	i	7.4	0.7	735
O=C(CN(C(=O)CNC(=O)c1ccco1)c1ccc(F)cc1)NC1CCCCC1	i	28.1	i	-1.9	5.1	785
Cc1ccccc1/C=N/n1c(C2CCCCC2)n[nH]c1=S	i	21.4	i	-5.0	0.9	806
O=C(CN(Cc1ccccc1Cl)C(=O)c1csnn1)NCCc1ccccc1	i	23.0	i	-10.3	0.4	723

Continued:
mol	T cell HTS	T cell HTS vesicle-bound %	Myeloid diff MLP	Hep lipid drop	Myeloid diff MLP GFP+ MAC1+ %	Hep lipid drop cells 6.5 µM
NC(=O)CSc1nnc(COc2ccc3ccccc3c2)o1	i	58.3	i	-0.8	0.6	872
CCc1nn(CCCC(=O)N2CCC(C)CC2)c(=O)c2cc3occc3n12	i	21.8	i	-25.2	1.6	682
COCn1c(C(O)c2ccccc2)cc2ccccc21 (centres undefined)	i	55.4	i	-9.2	0.1	813
COc1cccc(CNS(=O)(=O)c2cc3c(cc2C)n(C)c(=O)c(=O)n3C)c1	i	25.2	i	-5.0	1.5	837
CN(C)C(CNC(=O)c1ccc([N+](=O)[O-])cc1Cl)c1ccco1 (centres undefined)	i	26.3	i	9.3	2.8	644
CCn1c(C)nc2cc(NC(=O)Nc3cccc(C(C)=O)c3)ccc21	i	18.5	i	-0.1	0.2	430
CCN(CC)CC(O)CN1c2ccccc2Sc2ccccc21 (centres undefined)	i	23.9	i	-0.6	0.1	803
CCCCN(C)CCCNC(=O)c1ccc2c(c1)N(CC)C(=O)c1ccccc1S2=O (centres undefined)	i	39.0	i	2.5	0.7	813
CC(C)N(Cc1ccccc1)C(=O)CN1C(=O)NC2(CCCc3ccccc32)C1=O (centres undefined)	i	58.0	i	-2.4	5.9	872
COC(=O)CC(NC(=O)CN1CCN(c2ccc(F)cc2)CC1)c1cccc(F)c1 (centres undefined)	i	47.5	i	-48.3	0.4	653
COc1ccc(OCCN(C)CC(=O)Nc2ccccc2SC)cc1	i	15.1	i	-2.6	4.8	821
CCc1ccccc1NC(=O)Cn1nnc(C(=O)NCc2cccc(OC)c2)c1N	i	11.4	i	12.9	6.6	704
COc1ccc([C@@H]2[C@@H]3C(=O)N(C(C)(C)C)C(=O)[C@@H]3[C@]3(Cc4ccc(Cl)cc4)C(=O)N(c4cccc(Br)c4)C(=O)N23)cc1	i	14.4	i	-2.3	1.8	798

This is a subset (hit frequency here may not be typical).
